Source: PubChem (PCMD)
FXIa single inh = human FXIa protease inhibitors, primary screen, biochemical, single compound per well; Coagulation factor XI (Homo sapiens), P03951; purified human FXIa, fluorogenic AMC substrate cleavage; inhibition, % at 10 µM; 0.3% of 33,000 active;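 active means inhibition above 40% in the primary screen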;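 further: 0% = enzyme without compound and 100% = blank wells lacking enzyme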
FXIIa inh = human FXIIa protease inhibitors, primary screen, biochemical, single well; purified human FXIIa, AMC substrate fluorescence, 2 h; inhibition, % at 10 µM; 0.2% of 33,000 active; in the data active means inhibition above about 30%;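 further: 0% = enzyme with vehicle only and 100% = no enzyme blank; many of its hits are not listed in these tables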
Target sequence (P00748 20-372 limits assumed): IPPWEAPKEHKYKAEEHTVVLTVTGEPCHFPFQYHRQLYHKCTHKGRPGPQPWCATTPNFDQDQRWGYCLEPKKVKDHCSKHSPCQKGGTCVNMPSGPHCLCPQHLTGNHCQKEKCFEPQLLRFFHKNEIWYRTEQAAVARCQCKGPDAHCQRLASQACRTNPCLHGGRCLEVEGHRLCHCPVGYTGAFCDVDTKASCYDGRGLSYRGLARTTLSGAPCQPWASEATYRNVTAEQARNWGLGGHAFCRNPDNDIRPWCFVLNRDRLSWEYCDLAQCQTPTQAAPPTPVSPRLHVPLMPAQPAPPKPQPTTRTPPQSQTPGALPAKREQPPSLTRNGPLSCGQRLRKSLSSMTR
Target sequence (P00748 373-615 limits assumed): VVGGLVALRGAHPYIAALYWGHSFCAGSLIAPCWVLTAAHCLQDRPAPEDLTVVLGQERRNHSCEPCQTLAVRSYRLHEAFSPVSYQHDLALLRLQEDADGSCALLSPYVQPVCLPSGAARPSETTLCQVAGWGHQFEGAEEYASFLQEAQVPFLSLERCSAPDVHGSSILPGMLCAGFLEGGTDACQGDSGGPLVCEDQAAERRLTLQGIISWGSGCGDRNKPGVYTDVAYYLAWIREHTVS
* = called active by the depositor. These rows are one share of the data; rates above refer to the full screens.

SMILES	FXIa single inh	FXIIa inh
CCOc1ccc(-c2cc(N)n(S(=O)(=O)c3ccc(OC)c(OC)c3)n2)cc1	9	4
Cc1ccc(N2C(=O)c3ccc(N)cc3C2=O)cc1C	-3	3
CCn1c(C)nc2c1C(=O)c1ccccc1C2=O	1	1
Cc1ccc(OCC(=O)NC2CCCC2)c(C)c1	34	-13
Nc1nc(CN2CCCCCC2)nc(Nc2ccccc2)n1	-5	3
COc1ccc(OC)c(CNC(=O)C2CCCN(C(=O)N(C)C)C2)c1 (stereo not drawn)	8	6
CN1CCN(C(=O)c2ccc(N(Cc3ccccc3Cl)S(C)(=O)=O)cc2)CC1	2	-10
Cc1ccccc1NC(=O)N1CCCC1C(=O)NCc1cccs1 (stereo not drawn)	2	6
CCCCC(c1nnnn1C1CCCC1)N1CCN(C2CCCCC2)CC1 (stereo not drawn)	-7	-3
Cc1cccnc1NC(=O)CSc1nnc(Cc2ccccc2)o1	0	2
COc1ccc(C(C(=O)NC2CCCC2)N(Cc2ccccc2)C(=O)CNC(=O)c2ccco2)cc1 (stereo not drawn)	-7	0
C=CCNC(=S)N1CCN(CCN=CC2=C(O)CC(c3ccco3)CC2=O)CC1 (stereo not drawn)	0	6
Cc1cc2nc(SCCN3CCOCC3)[nH]c2cc1C	-9	5
Cc1cc(C)c2c(c1)SC1=NC(c3ccccc3)(C(F)(F)F)NC(=O)N12 (stereo not drawn)	0	2
Cc1cccc(NC(=O)c2c(O)c3cccc4c3n(c2=O)CC4)c1	-2	-15
O=C1C2C3C=CC(C3)C2C(=O)N1c1n[nH]c(CCc2ccccc2)n1 (stereo not drawn)	-2	4
Nn1c(SCC(=O)Nc2ccc3c(c2)OCO3)nnc1-c1ccncc1	-5	2
CCOC(=O)c1cnn(CC2CCCCC2)c1N	2	8
Cc1ccc(NC(=O)c2c(C)noc2C)cc1	-9	6
CCC(=O)Nc1ncc2c(n1)CC(c1ccco1)CC2=O (stereo not drawn)	-10	6
Cc1ccccc1-n1c(SCC(=O)c2cc(C)n(C)c2C)nnc1-c1cccnc1	3	4
O=C(c1cc(-c2ccncc2)nc2ccccc12)N1CCN(S(=O)(=O)/C=C/c2ccccc2)CC1	-12	-10
CCCNS(=O)(=O)c1cccn1-c1ncc(C(F)(F)F)cc1Cl	-1	-7
Cn1c(CSc2nc3ccccc3n2C)nc2ccccc21	-1	3
Cc1nc2scc(-c3ccc(Cl)cc3)c2c(=O)o1	21	-10
CC(=O)Oc1ccc(N2C(=O)C3C(C2=O)C2(C)C=CC3(C)O2)cc1 (stereo not drawn)	2	-3
CCCCOCC1CN(c2ccccc2)C(=O)CS1 (stereo not drawn)	2	1
Cc1ccc(CNC(=O)c2cc3c(C)nc4ccccc4c3o2)cc1	9	8
CCOC(=O)c1ccc(NC(=O)c2ccc(CO)c(C(=O)NC3CCN(C(=O)OCC)CC3)c2)cc1	5	0
CCCN1C(=O)CC(C(=O)OC)=C1C	-6	4

Some of the entries so far, with the structure last.
| FXIa single inh | FXIIa inh | molecule |
| --- | --- | --- |
| 9 | 8 | Cc1ccc(CNC(=O)c2cc3c(C)nc4ccccc4c3o2)cc1 |
| 5 | 0 | CCOC(=O)c1ccc(NC(=O)c2ccc(CO)c(C(=O)NC3CCN(C(=O)OCC)CC3)c2)cc1 |
| -6 | 4 | CCCN1C(=O)CC(C(=O)OC)=C1C |

The results go on:
SMILES	FXIa single inh	FXIIa inh
CC(C)(C)C(=O)Nc1ccccc1C(=O)Nc1ccccn1	12	3
COc1ccc(NC(=O)CCN2CCN(S(=O)(=O)c3ccc(C(C)C)cc3)CC2)cc1	0	10
Cc1occc1C(=O)NCc1ccc2c(c1)OCO2	3	4
Cc1ccc(S(=O)(=O)NCC(=O)N(CC(=O)NCc2ccco2)Cc2cccs2)cc1	0	3
O=C(CSc1nc2ccccc2c(=O)n1CC1CCCO1)N1CCN(c2ccccc2)CC1 (stereo not drawn)	-5	6
CCc1c(C)nc(SCC(N)=O)c(C#N)c1C	9	7
CC(=O)c1c(C(C)=O)c(C)n(CCCCn2c(C)c(C(C)=O)c(C(C)=O)c2C)c1C	-1	3
O=C(COc1ccccc1F)Nc1nnc(-c2ccncc2)s1	9	4
CCCCNC(=O)Nc1nnc(-c2ccc(Cl)cc2)o1	-5	2
Cc1cc[n+](CCC(=O)O)c2ccccc12	20	-8
Cc1cccc(OCc2nnc(SCC(=O)N3c4ccccc4CC3C)n2C)c1C (stereo not drawn)	-6	6
C=CCNC(=O)c1cc2nc(C3CC3)cc(C(F)F)n2n1	15	-15
CCCCNc1c2c3c(cccc3n(C)c1=O)C(=O)c1ccccc1-2	5	-14
CC(C)=CC(=O)OCC(=O)Nc1ncc(Cl)c(C)c1Cl	4	4
O=C(CSc1nc2ccccc2c(=O)n1NC(=O)c1ccccc1)c1ccccc1	9	5
CS(=O)(=O)N1CCN(c2ccccc2NC(=O)c2cccnc2Cl)CC1	-5	7
CN(C)S(=O)(=O)n1ccnc1	-6	1
COC(=O)C(Cc1cnc(Cl)s1)(C(=O)OC)c1ccc(C(F)(F)F)cc1[N+](=O)[O-]	-2	0
COC(=O)c1sccc1NC(=O)c1ccc(C)s1	0	3
O=C(CSc1ccccc1)NCCCN1CCOCC1	-6	3
CCOC(=O)N1CCN(C(=S)NCCOC)CC1	6	4
c1cc2c(cc1CN1CCOCC1)OCO2	-11	7
Cc1ccc(CSc2nnc(-c3ccccc3N)c(=O)[nH]2)cc1	-1	0
Cc1csc(NC(=O)C2COc3ccccc3O2)n1 (stereo not drawn)	-1	15
CCN1CCc2nc(NC(=O)CC(c3ccccc3)c3ccccc3)sc2C1	-6	6
CCOCCC(=O)Nc1cc(Cl)ccc1OC	2	-1
N#Cc1cc2c(nc1SCc1ccc(Cl)cc1)CCCC2	4	5
Cc1ccc(C(=O)c2sc3nsc(C)c3c2N)cc1	-5	8
CCCCCCCCc1nc(=S)[nH][nH]1	-6	4
CC(C)(C)C(=O)Nc1cccc(C(=O)c2cccc(NC(=O)C(C)(C)C)c2)c1	2	-4

Random excerpt: seven entries already listed
SMILES	FXIa single inh	FXIIa inh
COC(=O)c1sccc1NC(=O)c1ccc(C)s1	0	3
Cc1ccc(CSc2nnc(-c3ccccc3N)c(=O)[nH]2)cc1	-1	0
Cc1ccc(C(=O)c2sc3nsc(C)c3c2N)cc1	-5	8
Cc1csc(NC(=O)C2COc3ccccc3O2)n1 (stereo not drawn)	-1	15
CN(C)S(=O)(=O)n1ccnc1	-6	1
CS(=O)(=O)N1CCN(c2ccccc2NC(=O)c2cccnc2Cl)CC1	-5	7
CC(C)(C)C(=O)Nc1cccc(C(=O)c2cccc(NC(=O)C(C)(C)C)c2)c1	2	-4

The results go on:
SMILES	FXIa single inh	FXIIa inh
CCO/N=C(\C)c1c(O)c(CC)c(-c2ccccc2)n(-c2ccccc2)c1=O	2	8
COc1ccc(CC(=O)Nc2ccc(-c3noc(-c4ccccc4OC)n3)cc2)cc1	20	-15
CC1(C)NC(=O)N(CCOCCOc2ccccc2)C1=O	-3	5
O=C(Oc1ccc2cccc(OC(=O)N3CCOCC3)c2c1)N1CCOCC1	3	4
CCN1CCN(C(=S)c2ccc(Cl)cc2)CC1	9	7
COC(=O)Cn1c(C(F)(F)F)nc2ccccc21	-1	4
O=c1oc2c3c4c(cc2c2c1CCC2)OCCN4CCC3	-5	-17
CCCC(=NCc1ccccc1)C1=C(O)C(C(=O)OC)C(C)(C)CC1=O (stereo not drawn)	-1	-3
Cc1nn(C)cc1CNC(=O)Nc1cccc(Cl)c1	1	1
COc1ccc(-c2nc3nc(C)cc(=O)n3[nH]2)cc1	-2	2
O=c1[nH]c(=O)n(Cc2ccccc2)c2c1C(C(F)(F)F)(C(F)(F)F)N=C(c1ccco1)N2	10	6
CN(C)c1nc2n(c(=O)n1)CCS2	1	-2
Cc1ccccc1OCc1nnc(SCC(=O)Nc2ccc(N3CCOCC3)c(Cl)c2)n1C	4	15
N#CCSc1nnc(COc2ccccc2)n1-c1ccccc1	0	-14
Cc1cccc(C)c1OCc1nnc(SCC(=O)NCc2ccccc2)o1	-3	5
COc1ccc2oc(=O)c(C(=O)N3CCCc4ccccc43)cc2c1	3	4
CC(C)OC(=O)C1=C2SCC(=O)N2C(N)=C(C#N)C1	-2	6
O=C(NC(Cc1c[nH]c2ccccc12)c1nnc2n1CCCCC2)c1ccc(Cl)cc1 (stereo not drawn)	10	3
CN(C(=O)c1ccc(-c2nn(C)c(=O)c3ccccc23)cc1)c1ccccc1	-6	5
CCCOC(=O)c1ccc(NC(=O)COC)cc1	-3	2
CCc1cc(C(=O)OC)c(NC(=O)c2cc(Br)cs2)s1	-3	-3
Cc1cc(C)c2ccc(NN)nc2c1O	-1	11
CC(O)CN(Cc1ccc(Cl)cc1)CC(C)O (stereo not drawn)	3	4
O=C(Nc1nnc(-c2ccccc2SCc2ccccc2F)s1)Nc1ccccc1F	-3	10
COCc1cc(C)nc(Nc2ccccc2C)c1C#N	-2	0
CSc1cccc(NC(=O)c2cnccn2)c1	5	5
Cc1ccc(C(=O)N/C(=C\c2cccs2)C(=O)N2CCCCCC2)cc1	3	9
CC(C)CCNC(=O)CC1Nc2c3ccccc3nc(=S)n2C1=O (stereo not drawn)	17	-18
Cc1cccc(C)c1OCCCCCNCCO	11	2
CC1/C(=N/O)CC(c2ccccc2)N(C)C1c1ccccc1 (stereo not drawn)	-2	3
CCn1c(C)c(C(C)=O)c(N2CCN(c3ccccc3)CC2)nc1=S	-4	1
CC(NC(=O)c1cccs1)C(c1cccs1)N1CCOCC1 (stereo not drawn)	-2	0
O=C(CCc1nc(-c2ccccc2)c(-c2ccccc2)o1)OCc1ccc(Br)cc1	-3	3
O=C(NCc1ccccc1)C1CC2CCCC(C1)C2=O (stereo not drawn)	0	3
CCOC(=O)Nc1ccc(S(=O)(=O)Nn2cnnc2)cc1	-1	7
O=C(NC(=O)N1CCN(c2ccc(F)cc2)CC1)c1ccccc1	0	-7
COc1cc(S(=O)(=O)N(C)C)ccc1Br	10	1
O=C1CSC(c2nn(-c3ccccc3)cc2-c2cc3ccccc3oc2=O)N1Cc1ccco1 (stereo not drawn)	1	-10
CCc1ccc(CNC(=O)C2CC(=O)N(CCc3ccc(C)cc3)C2)cc1 (stereo not drawn)	2	0
CCN(CC)C(=O)CSc1nnc(-c2ccccc2)n1N	1	3
CCOc1cc(C(=S)N2CCCCC2)ccc1OCC(=O)NCc1ccccc1	-2	8
O=C(CCSc1nnc2ccccn12)Nc1ccc(F)cc1	-6	1
CCCn1c(=O)[nH]c(=O)c2c1nc(-c1ccc3c(c1)OCCO3)n2CCN1CCOCC1	5	6
CCn1nnnc1SCC(=O)c1cccc(OC)c1	8	10
CCC1(CC)NC(=S)N(Nc2ccccc2)C1=O	0	-3
C=CCN(C(=O)Cn1ncc2c1-c1cc(C)ccc1OC2)c1ccccc1	8	8
CCOC(=O)Cc1csc(NC(=O)CSc2nnnn2-c2ccc(C)c(C)c2)n1	0	4
Cn1c(NC(=O)c2ccccc2)c(-c2cccs2)c(=O)c2ccccc21	-7	10
CC(NC(=O)C1CCC(CNc2c(N3CCOCC3)c(=O)c2=O)CC1)c1ccccc1 (stereo not drawn)	5	5
CCn1cc([N+](=O)[O-])c(C(=O)N2N=C3/C(=C/c4cccs4)CCCC3C2c2cccs2)n1 (stereo not drawn)	2	-18
Nc1ccc2oc(CCc3ccccc3)nc2c1	-1	-8
COC(=O)C(C)N(C(=O)c1cccc(Cl)c1)c1c(C)cccc1C (stereo not drawn)	-4	-2
CC(C)(C)c1ccc(-c2n[nH]c(=S)n2C2CCCC2)cc1	-3	7
CCC(C)(C)n1nnnc1C(c1ccc(C)cc1)N1CCC(C)CC1 (stereo not drawn)	-10	-8
Cc1cc(SC(C)C(=O)Nc2c(C)n(C)n(-c3ccccc3)c2=O)nc2ccccc12 (stereo not drawn)	-3	10
CC(C)CC(=O)Nc1cc(NC(=O)CC(C)C)cc(C(=O)NC(C)(C)C)c1	10	3
O=C(CCNS(=O)(=O)c1cccc2nsnc12)N1CCN(c2ccccn2)CC1	8	6
CC1CCN(C(=O)c2ccc(-n3cnnn3)cc2)CC1	-5	13
CN=C1c2cc3cc(OC)ccc3n2CCN1C	1	-6
COc1ccccc1N(CC(=O)NCCc1ccccc1)S(C)(=O)=O	-4	2

Next section
SMILES	FXIa single inh	FXIIa inh
Cc1cccc(NC2=C(Cl)C(=O)OC2NC(=O)c2ccccc2)c1 (stereo not drawn)	15	-12
CCC1(C)C2(C#N)C(N)=NC(OC)(OC)C12C#N (stereo not drawn)	6	8
Cn1c(C(=O)OC(C(=O)NC2CCCC2)c2ccncc2)cc2sccc21 (stereo not drawn)	3	-8
O=C(Nc1ccccc1N1CCCCC1)c1cccs1	-7	6
CCCCC(c1nnnn1CCOC)N1CCN(Cc2ccccc2)CC1 (stereo not drawn)	2	8
CCCCCn1c(SCC(=O)OC)nc2c1c(=O)[nH]c(=O)n2C	10	6
O=C(c1cc2nc(-c3ccco3)cc(C(F)(F)F)n2n1)N1CCN(Cc2ccccc2)CC1	-1	5
CC(C)(C)n1nnnc1C(c1ccc(Cl)cc1)N1CCSCC1 (stereo not drawn)	-6	3
COc1ccc(N/N=C(/C#N)S(=O)(=O)c2nsc(C)c2C#N)cc1	1	6
Cc1nnc(SCC(=O)N2CCc3ccccc3C2)s1	21	-10
CCOc1c(Cl)cc(C(=O)NCCN2CCCCC2)cc1Cl	0	4
CC(/C=N/Nc1nnc2c(n1)[nH]c1ccccc12)=C\c1ccco1	15	-13

One compound at a time, from the list above. Order of screens: FXIa single inh, FXIIa inh
O=C(CSc1nc2ccccc2c(=O)n1CC1CCCO1)N1CCN(c2ccccc2)CC1 (stereo not drawn) reads -5, 6
COc1ccc(N/N=C(/C#N)S(=O)(=O)c2nsc(C)c2C#N)cc1 reads 1, 6
Nn1c(SCC(=O)Nc2ccc3c(c2)OCO3)nnc1-c1ccncc1 reads -5, 2
